# SR-BI uptake up: SR-BI HDL lipid transfer activation; activation, % at 12.5 µM; actives 0.096% (n = 320,000); CHO ldlA[mSR-BI] cells, DiI-HDL uptake fluorescence, 3 h; 100 = double the neutral-control signal;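 active means mean replicate activation of at least 60% and every replicate at or above 60%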;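 further: 0% = median plate neutral-control signal and 100% = twice that signal; values of inactives mirror those of a sister screen read the other way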
#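 System: CHO ldlA[mSR-BI] cells / Medium: HEPES-buffered (25 mM, pH 7.4) F12 plus 0.5% BSA / Probe or stimulus: labelled HDL, 10 µg/mL / Doses: single compound concentration, delivered by pin transfer / Schedule: 3 h, 37 °C / Measured by: DiI fluorescence, bottom read / Measure: cell-associated DiI fluorescence as measure of HDL uptake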
# LANA DNA inh: blocks KSHV LANA C-terminal domain binding to DNA; AID 504423; inhibition, % at 9 µM; MBP-C-LANA/FAM-LBS DNA binding, fluorescence polarization; actives 0.078% (n = 340,000);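 active means highest replicate inhibition at or above 60% at 9 µM, even if other replicates fall short; inactive means all replicates below 60% inhibition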;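 further: 0% = neutral control wells and 100% = 4 µM acridine orange control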
# Cardiac RTF inh: cardiac RTF calcium desensitization; IANBD-labeled cardiac RTF, Ca2+ fluorescence; AID 493244; P19429+P45379; inhibition, % at 7.15 µM; actives 0.12% (n = 340,000);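 active means inhibition above the mean inhibition of all tested compounds plus 3 SD, cut at about 17% in these data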;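 further: assay run at fixed EC70 calcium of 1.6 mM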
# Rtt109 Vps75: blocks Candida albicans Rtt109/Vps75 acetyltransferase activity; actives 0.16% (n = 330,000); Q5AAJ8; purified Rtt109/Vps75, ThioGlo CoA-SH fluorescence, 4 h; AID 540336; inhibition, % at 34.9 µM;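 active means inhibition of at least 50% in every replicate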
# Target sequence (Q5AAJ8 whole entry, looked up): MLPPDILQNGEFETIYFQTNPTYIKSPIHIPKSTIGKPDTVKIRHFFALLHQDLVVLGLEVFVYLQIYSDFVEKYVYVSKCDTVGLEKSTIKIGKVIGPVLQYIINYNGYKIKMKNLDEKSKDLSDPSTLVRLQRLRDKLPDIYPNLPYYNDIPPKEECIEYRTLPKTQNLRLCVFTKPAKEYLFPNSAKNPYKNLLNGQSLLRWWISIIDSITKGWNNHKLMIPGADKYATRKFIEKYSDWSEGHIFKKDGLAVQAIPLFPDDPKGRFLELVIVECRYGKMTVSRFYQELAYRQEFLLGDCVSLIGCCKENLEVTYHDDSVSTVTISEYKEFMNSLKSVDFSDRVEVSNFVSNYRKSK
# CAL PDZ FP-1: human CAL PDZ-peptide interaction inhibition | purified CAL PDZ, TMR-peptide fluorescence polarization, 1 h | actives 0.02% (n = 330,000) | AID 504414 | inhibition, % at 20 µM;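 active means highest replicate inhibition of at least 40%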;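 further: plate controls were DMSO neutral control wells for no effect and unlabeled competitor peptide control wells for full effect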
#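 Test system: purified CerCALP PDZ construct; Compound dosing: one concentration, 20 µM compound; Also added: TMR-labelled reporter peptide T*-PRC34 bound in PDZ groove; Read-out: inhibition from polarization loss; Controls: unlabelled peptide and DMSO controls; Signal: FP readout, S and P plane fluorescence; Incubation: 1 h at RT.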
# CAL PDZ FP-2: blocks peptide binding to the human CAL PDZ domain; AID 602252; Q9HD26; inhibition, % at 24.9 µM; actives 0.92% (n = 300,000); purified CAL PDZ, TMR-peptide fluorescence polarization, 1 h;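 active means mean inhibition of at least 30% with at least half of replicates also reaching 30%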;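 further: 0% = DMSO neutral control and 100% = excess unlabeled competitor peptide PRC23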
# DAGLB inhibitor: diacylglycerol lipase beta (human) inhibition | Q8NCG7 | HEK293T DAGLB membrane lysate, EnzChek fluorogenic substrate | inhibition, % at 5.17 µM | actives 0.059% (n = 340,000) | AID 504411; in the data active means inhibition above about 34%;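 further: 0% = enzyme with vehicle and 100% = wells lacking enzyme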
# Target sequence (Q8NCG7 whole entry, looked up): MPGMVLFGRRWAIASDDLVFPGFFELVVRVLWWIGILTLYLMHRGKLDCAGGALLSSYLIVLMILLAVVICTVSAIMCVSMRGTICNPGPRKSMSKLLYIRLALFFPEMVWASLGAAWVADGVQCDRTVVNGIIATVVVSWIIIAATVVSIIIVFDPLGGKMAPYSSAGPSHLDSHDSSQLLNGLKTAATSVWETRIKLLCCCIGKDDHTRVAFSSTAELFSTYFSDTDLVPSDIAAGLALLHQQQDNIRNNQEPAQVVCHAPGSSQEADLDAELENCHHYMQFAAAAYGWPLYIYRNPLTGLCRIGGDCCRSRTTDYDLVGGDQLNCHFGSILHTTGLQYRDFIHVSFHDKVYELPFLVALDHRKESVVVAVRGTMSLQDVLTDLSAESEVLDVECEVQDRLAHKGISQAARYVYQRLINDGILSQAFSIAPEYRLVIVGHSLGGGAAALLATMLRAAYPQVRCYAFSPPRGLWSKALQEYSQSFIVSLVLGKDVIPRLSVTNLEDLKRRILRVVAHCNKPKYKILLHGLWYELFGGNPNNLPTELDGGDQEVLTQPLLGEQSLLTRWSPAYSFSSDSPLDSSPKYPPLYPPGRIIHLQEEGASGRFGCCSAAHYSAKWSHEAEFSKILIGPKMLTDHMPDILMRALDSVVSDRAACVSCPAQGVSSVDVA
# cardiac RTF act: increases calcium sensitivity of human cardiac regulated thin filaments | IANBD-labeled TnC RTF fluorescence at EC20 calcium; 0% EC20 calcium, 100% full calcium | activation, % at 7.2 µM | actives 0.24% (n = 340,000) | AID 493008;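 active means activation above the mean over all tested compounds plus 3 SD, cut at about 30% in these data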;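 further: rise in fluorescence read as greater calcium sensitivity of cardiac thin filaments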
# PKA-R2B activ: activates the human PKA-R2B holoenzyme complex; PKA-R2B holoenzyme dissociation, Cy5-IP20 fluorescence polarization; R2B truncated from residue 108, S112A mutant; 0% DMSO only, 100% 113 µM cGMP; activation, % at 11.4 µM; actives 0.079% (n = 340,000);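 active means activation above a cutoff set at the mean over all compounds plus 3 SD, cut at about 18% in these data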;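 further: higher means more holoenzyme dissociation and a rise in polarization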
# Keap1 Nrf2 FP: disrupts human Keap1 binding to Nrf2 peptide | Keap1 Kelch-Nrf2 peptide fluorescence polarization, 1536-well | inhibition, % at 9.4 µM | actives 0.15% (n = 340,000); in the data active means inhibition above about 12%;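 further: human Keap1 Kelch domain with fluorescein labeled Nrf2 9mer peptide probe; 0% = neutral control wells and 100% = peptide positive control; higher means more block of Keap1 binding to Nrf2 peptide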
# * hit, by the source's call; · = no result given. Rows are unselected. About 1.6% of those tested had a hit in this group.
canonical_smiles	DAGLB inhibitor	SR-BI uptake up	CAL PDZ FP-2	LANA DNA inh	cardiac RTF act	Rtt109 Vps75	CAL PDZ FP-1	Keap1 Nrf2 FP	PKA-R2B activ	Cardiac RTF inh
CC12CCC(=O)C=C1C(O)CC1C2CCC2(C)C1CCC2(O)C(=O)CO (stereo not given)	-1	20	-1	0.3	-8	0	-1.6	-2	-1	0
CCC(=O)N1c2ccc(S(=O)(=O)NCc3ccccc3)cc2CC1C (stereo not given)	1	-1	2	-0.4	6	-12	-2.7	1	0	-5
CCN(CC)CCCC1(CN)OCCc2ccccc21 (stereo not given)	-1	6	-1	-2.5	-3	13	0.1	-1	-5	-4
COc1ccc(CNC(=O)C2CCCN2S(=O)(=O)c2ccc(Cl)cc2)cc1 (stereo not given)	0	-1	-3	-1.6	-2	-6	-2.0	1	-3	-1
CN(CC1CCOCC1)C(=O)CC1C(=O)NCCN1C/C=C/c1ccccc1 (stereo not given)	0	10	1	-0.5	10	-4	-1.4	-2	0	0
Cc1cnc(-c2nnc(N(C)C(=O)C3CCCO3)s2)cn1 (stereo not given)	0	-2	-1	2.2	8	-2	-0.3	0	-2	-6
Cc1cc(NC(=O)Cc2ccccc2)c2ccccc2n1	-3	-3	3	-1.4	7	-8	-3.0	-2	-5	-2
Cc1ccc(S(=O)(=O)c2cc3c(=O)n4ccccc4nc3n(C3CCCC3)c2=N)cc1	-2	·	·	0.3	-7	-4	-0.8	-3	5	-15
COc1cc(C(O)P(=O)(OC(C)C)OC(C)C)cc(OC)c1OC (stereo not given)	1	0	1	-1.2	-1	-5	0.1	-2	-4	-1
O=C(O)C(Oc1ccc(Cl)cc1)c1ccc(Cl)cc1 (stereo not given)	3	1	-13	-3.1	-7	-7	-0.3	-1	6	-5
COc1ccc2nc(NCc3ccc(OC)c(OC)c3OC)sc2c1	-1	-44	-4	-2.9	1	5	-0.6	0	-9	0
CCCCn1nnc(NC(=O)C(c2ccccc2)c2ccccc2)n1	-1	35	-3	0.1	1	0	-6.1	-4	-4	5
CN(C(=O)c1ccc2nc(N)sc2c1)c1ccccc1	0	0	-6	0.4	-2	-3	-0.1	3	-6	3
C/C(=C\C=C\c1ccccc1)C(=O)c1c(C)cc(C)[nH]c1=O	1	-3	-1	-1.7	-3	6	-2.1	-2	2	-12
CCCCN(C)C(=S)Nc1ccc2nc(N3CCN(CC)CC3)cc(C)c2c1	1	·	-1	-2.1	-5	·	-2.4	-7	-9	-6

# 5 structures from above, sorted by SMILES length, high to low.
canonical_smiles	DAGLB inhibitor	SR-BI uptake up	CAL PDZ FP-2	LANA DNA inh	cardiac RTF act	Rtt109 Vps75	CAL PDZ FP-1	Keap1 Nrf2 FP	PKA-R2B activ	Cardiac RTF inh
CC12CCC(=O)C=C1C(O)CC1C2CCC2(C)C1CCC2(O)C(=O)CO (stereo not given)	-1	20	-1	0.3	-8	0	-1.6	-2	-1	0
CN(CC1CCOCC1)C(=O)CC1C(=O)NCCN1C/C=C/c1ccccc1 (stereo not given)	0	10	1	-0.5	10	-4	-1.4	-2	0	0
C/C(=C\C=C\c1ccccc1)C(=O)c1c(C)cc(C)[nH]c1=O	1	-3	-1	-1.7	-3	6	-2.1	-2	2	-12
CCC(=O)N1c2ccc(S(=O)(=O)NCc3ccccc3)cc2CC1C (stereo not given)	1	-1	2	-0.4	6	-12	-2.7	1	0	-5
O=C(O)C(Oc1ccc(Cl)cc1)c1ccc(Cl)cc1 (stereo not given)	3	1	-13	-3.1	-7	-7	-0.3	-1	6	-5

# Further compounds:
canonical_smiles	DAGLB inhibitor	SR-BI uptake up	CAL PDZ FP-2	LANA DNA inh	cardiac RTF act	Rtt109 Vps75	CAL PDZ FP-1	Keap1 Nrf2 FP	PKA-R2B activ	Cardiac RTF inh
Nc1nc(N2CCN(Cc3ccccc3)CC2)n[nH]1	-4	-3	4	-2.0	3	13	1.0	-4	0	-7
CCn1cc(/C=N/NS(=O)(=O)c2ccc(OC)cc2)c(C)n1	-9	37	·	0.2	-2	3	-0.3	-4	-3	-8
Cc1ccc(-c2nc(CSCC(=O)NCCN3CCN(Cc4ccccc4)CC3)c(C)o2)cc1	-1	-32	-3	1.4	-5	28	-0.7	2	5	-5
Cc1cccc(-n2c(N)cc(=O)nc2SCC(=O)NC2CCCCC2)c1	3	4	-3	1.3	5	-8	0.1	0	-4	-15
Cc1nc2ccccn2c1C(=O)N/N=C/c1ccc(F)cc1	-3	-7	-8	0.8	-3	-6	-1.5	1	2	3
Cc1ccc(C(=O)NCC(=O)NCc2ccc(Cl)cc2)s1	-1	18	·	0.0	2	0	-0.9	0	-12	8
C/C(=N\NC(=O)c1n[nH]c2c1CCC2)c1ccco1	·	9	·	-0.6	·	2	-1.2	0	·	·
O=S(=O)(NCCSc1nc2ccccc2o1)c1ccccc1	-8	-11	-3	0.4	-3	-4	0.3	-4	0	-4
CC(C)(C)c1ccc(-c2nnc(SCC(=O)NC3CCS(=O)(=O)C3)n2N)cc1 (stereo not given)	2	-27	-5	-0.7	2	2	-0.4	-4	-3	-26
COc1ccc(C(=O)Nc2cc3c4c(c2)C(C)C(=O)N4CCC3)cc1OC (stereo not given)	1	-79	-3	0.1	-8	7	-1.9	-3	-4	3
NC(=O)c1ccc(-n2nnnc2SCC(=O)Nc2ccc(F)cc2)cc1	-7	11	-6	0.5	7	12	·	2	-1	4
Cc1ccc(SCc2cc(-c3ccc(Cl)cc3)on2)cc1	-27	14	-3	-1.0	-6	-6	-0.1	3	3	2
CCn1nc(C)c(NC(=O)c2ccc(Cl)cc2)c1C	-2	-2	-4	-0.7	-1	-5	-2.7	-2	0	-3
CCCn1c2ccccc2c2nc3ccccc3nc21	-10	-19	-7	-0.8	-4	-7	-2.9	7	-5	3
CCOC(=S)SCC(=O)Nc1nc(C)c(C)s1	0	·	-3	-0.2	-3	7	0.2	-7	-13	-6
O=C(CCc1ccccc1)Nc1ccccc1	-1	18	-5	-0.3	0	-5	0.5	-4	-11	5
COc1ccc(-c2c(-c3ccccc3OC)sc3ccccc23)cc1OC	-3	-59	-1	-0.8	-10	-5	1.6	7	6	1
Cc1nn(Cc2ccc(Cl)cc2)c(C)c1NC(=O)CSc1nc2c(c(C(F)(F)F)n1)CCc1ccccc1-2	0	-65	·	-0.5	2	-3	-0.9	2	5	-6
CN1CCN(S(=O)(=O)c2ccc(NC(=S)NC(=O)C3CC3)cc2)CC1	0	16	-3	-0.1	2	2	-2.1	-4	-7	-8
Cc1cccc(-n2c(SCc3ccc([N+](=O)[O-])cc3)nnc2-c2c[nH]c3ccccc23)c1	-3	-35	-49	-0.1	-1	·	0.4	5	0	1
CC(OC(=O)c1cccc(S(=O)(=O)Nc2cccc(C(F)(F)F)c2)c1)C(=O)Nc1ccc2c(c1)OCCO2 (stereo not given)	-2	-26	-6	4.9	4	5	1.0	-2	-12	-1
Cc1cc(Nc2nc3ccccc3nc2Cl)n(-c2ccccc2)n1	-4	-12	20	-2.0	2	2	-1.6	-2	-5	0
CC(NC(=O)c1cc(S(=O)(=O)N(C)C)ccc1N1CCCC1)C1CC2CCC1C2 (stereo not given)	2	25	-2	0.1	2	1	-1.5	-1	-2	-5
COc1ccccc1C(=O)Nc1nc2nc(-c3ccccc3)cc(=O)n2[nH]1	3	18	0	0.5	5	2	-0.6	-10	8	-4
COc1ccccc1NC(=O)Cc1ccsc1	1	24	-1	-0.3	-4	-6	-2.0	-1	5	-5
COC(=O)/C=C(\C)NC(=O)c1ccc(F)cc1	-2	6	-2	-1.2	8	9	0.0	-2	-2	4
Cc1ccc(SCCC(=O)N(C)CC(=O)Nc2c(C)cccc2C)cc1	0	8	-2	-3.2	-1	-7	-2.1	2	-4	-2
CCNC(=O)COC(=O)c1cc(-c2ccccc2)nn1-c1ccccc1	0	-13	·	-1.4	5	3	-0.2	2	3	-3
Oc1c(Br)cc(Br)cc1/C=N/c1nc2c(s1)CCCC2	11	15	-5	-1.1	5	-8	-0.7	-1	0	-18
COc1ccccc1N1CCN(C(=O)CSc2nnc(NC(=O)C3CC3)s2)CC1	2	-33	-1	0.4	1	8	·	-3	-7	-15
CCOc1ccccc1-c1nc2c(s1)CCc1onc(-c3ccc(OC)cc3)c1-2	-3	0	-5	1.1	-2	-8	0.3	-4	-11	0
O=C(COc1ccc(Br)cc1)N(Cc1ccccc1)c1ccccn1	-4	-10	4	1.6	6	-2	-3.5	2	6	-13
Cc1ccc(-c2cc(C(=O)N(C)CC(=O)Nc3ccccc3Br)c3ccccc3n2)o1	0	-20	-5	-0.5	0	-470	-2.8	-1	10	-4
COc1ccc(C2CC(c3ccccc3)=NN2c2ccc(N)cc2)cc1 (stereo not given)	6	-14	5	-0.3	-2	6	-1.0	-2	-19	-2
O=C(NCC1CCCN(Cc2ccc3nonc3c2)C1)c1cccc(C(F)(F)F)c1 (stereo not given)	-1	-21	-3	0.6	4	-10	-0.6	-5	2	3
COc1ccc(N2CCN(C(=O)CSc3ccccc3)CC2)cc1	-1	-40	-2	0.0	-10	9	-1.5	-3	-11	-5
COc1cccc(CN(C)S(=O)(=O)c2c(C)noc2C)c1OC	-3	3	0	-0.1	-3	-2	-0.2	-1	-3	-5
NC(=NC1CCCCC1)NS(=O)(=O)c1ccccc1	-1	42	-3	0.3	-1	0	0.3	-1	-2	-15
CS(=O)(=O)N(CC(=O)Nc1ccc(C(N)=O)cc1)C1CCCCC1	-2	32	-2	1.2	0	3	-0.3	2	-15	-1

# Among those listed so far, 3 have a CF3 group:
canonical_smiles	DAGLB inhibitor	SR-BI uptake up	CAL PDZ FP-2	LANA DNA inh	cardiac RTF act	Rtt109 Vps75	CAL PDZ FP-1	Keap1 Nrf2 FP	PKA-R2B activ	Cardiac RTF inh
Cc1nn(Cc2ccc(Cl)cc2)c(C)c1NC(=O)CSc1nc2c(c(C(F)(F)F)n1)CCc1ccccc1-2	0	-65	·	-0.5	2	-3	-0.9	2	5	-6
CC(OC(=O)c1cccc(S(=O)(=O)Nc2cccc(C(F)(F)F)c2)c1)C(=O)Nc1ccc2c(c1)OCCO2 (stereo not given)	-2	-26	-6	4.9	4	5	1.0	-2	-12	-1
O=C(NCC1CCCN(Cc2ccc3nonc3c2)C1)c1cccc(C(F)(F)F)c1 (stereo not given)	-1	-21	-3	0.6	4	-10	-0.6	-5	2	3

# Screening results as filed in PubChem.
